From PubChem BioAssay
GSK3A inh: inhibitors of human GSK-3 alpha kinase | AID 2650 | ADP-Glo luminescence, 60 min | P49840 | inhibition, % at 10 µM | actives 0.1% (n = 320,000);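 in the data active = inhibition above about 50%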;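 note: GST-tagged GSK-3 alpha with peptide substrate and 25 µM ATP; 0% = DMSO neutral wells and 100% = GW8510 positive control wells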
Target sequence (P49840 whole entry, looked up): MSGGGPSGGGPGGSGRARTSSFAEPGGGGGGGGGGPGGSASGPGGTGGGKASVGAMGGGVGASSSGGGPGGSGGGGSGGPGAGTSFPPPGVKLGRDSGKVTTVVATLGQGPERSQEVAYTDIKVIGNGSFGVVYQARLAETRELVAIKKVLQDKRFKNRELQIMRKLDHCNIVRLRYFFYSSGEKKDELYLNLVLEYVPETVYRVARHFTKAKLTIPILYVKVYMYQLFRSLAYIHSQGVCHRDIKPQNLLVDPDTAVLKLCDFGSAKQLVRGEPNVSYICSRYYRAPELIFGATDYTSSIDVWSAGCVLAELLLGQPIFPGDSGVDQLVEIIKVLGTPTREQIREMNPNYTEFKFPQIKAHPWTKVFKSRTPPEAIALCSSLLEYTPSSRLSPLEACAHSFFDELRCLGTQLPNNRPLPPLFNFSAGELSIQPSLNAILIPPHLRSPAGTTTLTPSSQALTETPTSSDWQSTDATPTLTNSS
Dyrk1A ADPGlo: blocks rat Dyrk1A kinase activity. ADP-Glo luminescence, NFATc1 peptide. inhibition, % at 12.5 µM. actives 0.43% (n = 310,000); in the data active = inhibition above about 50%;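 note: plate controls were vehicle with enzyme for no effect and no enzyme for full effect; many of its hits are not listed in these tables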
* hit, by the source's call. Not all compounds are listed; the hit share may differ from the screen's.

GSK3A inh,Dyrk1A ADPGlo,SMILES
-2,1,O=S(=O)(c1ccccc1)N1CCN(Cc2cc3c(cc2Br)OCCO3)CC1
2,0,O=Cc1c[nH]c2ccc(OCc3ccccc3)cc12
0,-19,CC(C)NC(=O)N(C)C[C@H]1Oc2ccc(NC(=O)NC3CCCCC3)cc2C(=O)N([C@H](C)CO)C[C@@H]1C
0,17,COc1ccc2cc(C3=CCCCC3)ncc2c1
-2,7,CCC(CCCO)CCC[C@H](C)CCC1OCCO1 (stereo not given in full)
-2,5,Cc1cccc(C(=O)OCC(=O)N2CCCCCC2)c1O
3,-5,O=C(COC(=O)CCNS(=O)(=O)c1ccccc1)NC1CC1
0,-5,Cc1ccc(NC(=O)CN(C)C(=O)c2cc(C)on2)cc1
-2,0,O=C(N/N=C/C(Cl)=C/c1ccccc1)c1ccc2c(c1)OCO2
-5,0,COCCn1c(SCC(=O)NCCCN2CCCC2=O)nc2ccccc2c1=O
3,0,Cc1cccc(CCN2CCN=C2N(C)C)c1
-3,-2,O=[N+]([O-])c1ccc(Cl)c(S(=O)(=O)NCCc2ccccn2)c1
-1,-4,CCC(c1ccc(O)cc1)C(CC)c1ccc(O)cc1 (stereo not given)
2,4,COc1ccccc1NC(=O)C(C)OC(=O)c1cc2ccccc2[nH]1 (stereo not given)
0,4,Cc1onc(-c2ccccc2Cl)c1C(=O)OCC(=O)N1CCC(C)CC1
2,2,CCOC(=O)[C@@H]1[C@H]2COc3cc(OC)ccc3[C@H]2N2C(=O)N(c3ccc(Br)cc3)C(=O)[C@]12C
-3,-3,COc1cc(OC)cc(C(=O)NC(C(=O)NCc2ccccn2)C(C)C)c1 (stereo not given)
-1,-5,Cn1nnnc1SCC(=O)Nc1cc(S(=O)(=O)N2CCCCC2)ccc1Cl
-2,8,CC1CCN(C(=O)c2[nH]cnc2C(=O)N(C)Cc2ccccc2)CC1
0,0,O=C(C[C@H]1C/C=C\CC[C@@H](Cc2ccc(F)cc2)C(=O)O[C@H](c2ccccc2)CNC1=O)N[C@H](CO)Cc1ccccc1
1,-2,N#Cc1ccc(OCC(=O)N2CCN(S(=O)(=O)c3ccc(Cl)s3)CC2)cc1
-16,-4,CN(CC(=O)Nc1ccc(Cl)c(Cl)c1)C(=O)C1CCCC1
-3,-1,COc1ccccc1CN(C)CC(=O)NC(=O)NC1CCCCC1
0,-1,Cc1ccc(S(=O)(=O)N(C)C)cc1NC(=O)c1cc(-c2ccncc2)nc2ccccc12

Nothing new here: an excerpt of the list.
GSK3A inh,Dyrk1A ADPGlo,SMILES
-3,-2,O=[N+]([O-])c1ccc(Cl)c(S(=O)(=O)NCCc2ccccn2)c1
-1,-4,CCC(c1ccc(O)cc1)C(CC)c1ccc(O)cc1 (stereo not given)
2,4,COc1ccccc1NC(=O)C(C)OC(=O)c1cc2ccccc2[nH]1 (stereo not given)
0,4,Cc1onc(-c2ccccc2Cl)c1C(=O)OCC(=O)N1CCC(C)CC1
2,2,CCOC(=O)[C@@H]1[C@H]2COc3cc(OC)ccc3[C@H]2N2C(=O)N(c3ccc(Br)cc3)C(=O)[C@]12C
-3,-3,COc1cc(OC)cc(C(=O)NC(C(=O)NCc2ccccn2)C(C)C)c1 (stereo not given)
-1,-5,Cn1nnnc1SCC(=O)Nc1cc(S(=O)(=O)N2CCCCC2)ccc1Cl
-2,8,CC1CCN(C(=O)c2[nH]cnc2C(=O)N(C)Cc2ccccc2)CC1
0,0,O=C(C[C@H]1C/C=C\CC[C@@H](Cc2ccc(F)cc2)C(=O)O[C@H](c2ccccc2)CNC1=O)N[C@H](CO)Cc1ccccc1
1,-2,N#Cc1ccc(OCC(=O)N2CCN(S(=O)(=O)c3ccc(Cl)s3)CC2)cc1
-16,-4,CN(CC(=O)Nc1ccc(Cl)c(Cl)c1)C(=O)C1CCCC1
-3,-1,COc1ccccc1CN(C)CC(=O)NC(=O)NC1CCCCC1
0,-1,Cc1ccc(S(=O)(=O)N(C)C)cc1NC(=O)c1cc(-c2ccncc2)nc2ccccc12

Continuation.
GSK3A inh,Dyrk1A ADPGlo,SMILES
3,14,Oc1cc2c(cc1O)CN(C(=S)NCCc1ccc(Cl)cc1)CCC2
-2,-7,C[C@H]1COC(=O)[C@@H](Cc2ccc(F)cc2)C/C=C\C[C@@H](CC(=O)N[C@@H](CO)Cc2ccccc2)C(=O)N1
1,8,CC1CCN(C(=O)c2[nH]cnc2C(=O)Nc2ccc(Cl)cc2)CC1
-2,-11,COc1ccc2c(c1)c1c(n2C)[C@@H]2CC=C(CO)[C@@H](C1)N2C
2,5,COc1ccc2ccc(OCC(=O)N3c4ccccc4NC(=O)CC3C)cc2c1 (stereo not given)
-3,-6,CC[C@@]1(C(=O)OC)N[C@H](CN(C)S(=O)(=O)c2ccc(OC)cc2)[C@@H]2C(=O)N(C)C(=O)[C@@H]21
-4,12,O=C(CCNS(=O)(=O)c1ccccc1C(F)(F)F)Nc1ccncc1
0,-2,C=CC[C@@H](CC(=O)N(CCO)Cc1ccccc1)C(=O)NC[C@@H](OC(=O)[C@@H](CC=C)Cc1ccc(F)cc1)c1ccccc1
2,6,Cc1sc2ncnc(NS(=O)(=O)c3ccc(Cl)cc3)c2c1C
2,0,O=C(COC(=O)c1ccccc1)NC1CCCCCC1
-1,-2,O=C(OCC#CCSc1nnc(-c2cccc3ccccc23)o1)c1cc2ccccc2o1
1,5,CC(=O)N1CCN(c2ccc(NCc3ccc(-c4cccc(Cl)c4)o3)cc2)CC1
1,3,O=C(OCC(=O)N1CCOCC1)c1ccccc1OCc1ccccc1Cl
-4,7,COc1ccc(NC(C)=O)cc1S(=O)(=O)N1CCn2cccc2C1C (stereo not given)
5,0,Cc1cc(S(=O)(=O)NC[C@H]2O[C@@H](n3cnc4c(N)ncnc43)[C@H](O)[C@@H]2O)c(C)s1
-4,-3,COc1ccc(C(C)(C)C)cc1NC(=O)COC(=O)CN1C(=O)NC2(CCCCC2C)C1=O (stereo not given)
-1,3,O=C(Cc1ccc(Br)cc1)NNC(=O)c1cccs1
0,7,CN(C(=O)c1ccccc1C(=O)OCC(=O)c1ccccc1)c1ccccc1
-1,5,C[C@H]1CN=C(N(C)C)N1CCC1CCCCC1
-3,9,Cc1ccc(NC(=O)C/C(N)=N/OC(=O)Nc2ccc(C)c(Cl)c2)cc1
2,6,COc1ccc(-c2cn(Cc3ccc(C(N)=O)cc3)c(-c3ccc(Cl)nc3)n2)cc1
1,-3,C=CCn1c(SCC(=O)c2ccc(O)c(O)c2)nnc1-c1cccc(C)c1
-4,-1,CN(C)S(=O)(=O)c1cccc(NC(=O)COc2ccc(S(=O)(=O)N3CCOCC3)cc2Cl)c1
-4,-5,O=C(CNC(=O)c1ccc(Cl)cc1Cl)OCC(=O)N1CCCC1
-2,-2,CC1CCN(C(=O)CN2C(=O)NC(C)(c3ccc4ccccc4c3)C2=O)CC1 (stereo not given)
5,4,Cc1ccc(S(=O)(=O)CCC(=O)OCC(=O)NC(C)c2ccccc2)cc1 (stereo not given)
-1,-2,CC(=O)NC(CC(=O)Nc1ccc(S(=O)(=O)N2CCOCC2)cc1)c1ccccc1 (stereo not given)
-59,6,CCC1(c2ccccc2)NC(=O)N(CC(=O)NNC(=O)COc2ccc(Cl)cc2C)C1=O (stereo not given)
-3,0,CC/C=C(/NC(C)=O)c1ccccc1
3,4,OCC[C@H]1C[C@H](O)[C@@H](O)[C@@]2(CCc3ccccc3CO2)O1
-3,-3,CN(C(=O)c1cccc(S(=O)(=O)N2CCOCC2)c1)c1c(N)n(Cc2ccccc2)c(=O)[nH]c1=O
-3,10,CCOC(=O)[C@H]1[C@H]2COc3ccc(Br)cc3[C@@H]2N2C(=O)c3cc(Br)ccc3NC(=O)[C@@]12C

Looked up above.
CN(C(=O)c1cccc(S(=O)(=O)N2CCOCC2)c1)c1c(N)n(Cc2ccccc2)c(=O)[nH]c1=O | GSK3A inh: -3
Cc1onc(-c2ccccc2Cl)c1C(=O)OCC(=O)N1CCC(C)CC1 | Dyrk1A ADPGlo: 4

Next section:
GSK3A inh,Dyrk1A ADPGlo,SMILES
3,0,COc1ccccc1CN(C)C(=O)CN1CCN(S(=O)(=O)c2ccc3c(c2)OCCCO3)CC1
20,52*,CCCCC(CC)CN=C(N)NC(N)=NCCCCCCN=C(N)NC(N)=NCC(CC)CCCC (stereo not given)
-4,1,CCN(CC(=O)Nc1ccccc1C(F)(F)F)C(=O)Cc1cccs1
1,7,CCN(CC(=O)NCc1ccc(Cl)cc1)C(=O)c1sccc1C
-4,-3,O=C1CC(C(=O)N2CCN(c3ccccc3Cl)CC2)CN1Cc1ccccc1 (stereo not given)
2,2,O=C(Cn1nnc(-c2ccc(F)cc2)n1)Nc1cccc(S(=O)(=O)N2CCCC2)c1
0,-4,C[C@H](NC(=O)c1ccco1)C(=O)Nc1nnc(SCc2ccccc2)s1
-4,-4,Cc1ccc(NC(=O)CCc2ccccc2)cc1S(=O)(=O)N1CCOCC1
-1,-1,CSc1nc(N)nc2c1ncn2CC(=O)NCCCc1ccccc1
-2,0,CCC(C)NC(=O)c1ccc(NC(=O)CC2SC(N3CCCC3)=NC2=O)cc1 (stereo not given)
-1,8,O=C(NC1CCC(O)CC1)c1cc(-c2ccc(Cl)cc2)nc2ccccc12 (stereo not given)
2,1,COc1ccccc1C(CNC(=O)c1ccc(C)c(S(=O)(=O)N2CCCCC2)c1)N(C)C (stereo not given)
23,3,CC(=O)Nc1ccc(S(=O)(=O)N2CCCC3CCCCC32)cc1 (stereo not given)
-2,2,CCCN(C(=O)Cc1coc2cc(OC)ccc12)C1CCS(=O)(=O)C1 (stereo not given)
-5,0,O=C(Nc1cc(S(=O)(=O)N2CCOCC2)ccc1N1CCOCC1)c1ccccc1Cl
-2,1,CCOc1ccc(S(=O)(=O)N2CCN(C(=O)C3CC3C)CC2)cc1 (stereo not given)
-4,-2,NC(=O)c1ccsc1NC(=O)CSc1ncnc2sccc12
-1,6,COC(=O)c1ccc(CNC(=O)c2ccc3c(c2)NC(=O)CS3)cc1
1,1,COc1ccc(-n2c(SCC(=O)N(C)C3CCS(=O)(=O)C3)nc3ccc(O)cc3c2=O)cc1OC (stereo not given)
-2,-12,CCC(CO)Oc1cc(NCc2ccccc2O)c2ncn(C(C)C)c2c1 (stereo not given)
-1,0,COc1cc(NC(=O)CSc2nc3[nH]c(=O)cc(O)c3s2)cc(OC)c1OC
0,-10,CC(=O)Nc1ccc(Oc2ccc(S(=O)(=O)N3CCCC3)cn2)cc1
0,-3,O=C(NC1CCCCC1)c1ccc(-n2cncn2)c([N+](=O)[O-])c1
-2,10,COc1ccc2c(c1)[C@H]1[C@H](CO2)[C@H](c2ccccc2)[C@]2(C)C(=O)Nc3ccc(Br)cc3C(=O)N12
3,7,CN(C(=O)c1cccc(NC(=O)C2CCCN(C(=O)OC(C)(C)C)C2)c1)C1CCC1 (stereo not given)
33,20,C#CCOCCOCCOCCNc1nc(N2CCN(C(=O)CCCCCCCCCCNC(=O)[C@H](CCCCN)n3cc(C)nn3)CC2)nc(N2CCN(C(=O)CCCCCCCCCCNC(=O)[C@@H]([C@H](C)CC)n3cc(CCCCCN)nn3)CC2)n1
1,2,CN(C(=O)CSc1nccc(=O)[nH]1)C1CCCCC1
-4,4,CC(=O)NC12CC3CC(C1)CC(C(=O)OCC(=O)Nc1c(F)cccc1F)(C3)C2
-2,-4,COc1ccc(S(=O)(=O)Nc2cccc3c2O[C@H](CN(C)CC2CC2)[C@@H](C)CN([C@H](C)CO)C3=O)cc1
-2,7,C[C@H](CO)N1C[C@H](C)[C@@H](CN(C)Cc2ccc(Cl)c(Cl)c2)Oc2c(NS(=O)(=O)c3cccs3)cccc2C1=O
-2,-3,CCOc1ncccc1C(=O)Nc1cccc(-n2cnnn2)c1C
0,0,O=C(CCNS(=O)(=O)c1cccs1)N1CCN(c2cccc(C(F)(F)F)c2)CC1
-3,1,CCN(CC)C(=O)[C@H]1CC(CC(=O)NCCN2CCOCC2)C(=O)N2CCc3c([nH]c4ccccc34)[C@]12C (stereo not given in full)
-2,1,Cc1cc(C(=O)COC(=O)/C=C/c2ccco2)c(C)n1C
0,-4,c1ccc(Cn2cc(-c3ccccc3)cn2)cc1
14,2,CC(=O)c1c(C)[nH]c(C(=O)OC(C)C(=O)Nc2ccc(C)c(S(=O)(=O)N3CCOCC3)c2)c1C (stereo not given)
-2,-3,NS(=O)(=O)c1ccc(CNC(=O)c2ccc(Cl)c(S(=O)(=O)NCc3ccccc3)c2)cc1
-2,-4,C[C@H](CO)N1C[C@H](C)[C@@H](CN(C)S(=O)(=O)c2ccccc2)Oc2ccc(NC(=O)CCN3CCOCC3)cc2C1=O
-1,-2,Cc1ccc(-n2c(SCC(=O)N3CCN(c4ccccn4)CC3)nnc2N2CCCC2)cc1
-9,-5,O=C(O)c1ccccc1NS(=O)(=O)c1cccc(NS(=O)(=O)c2cc(Br)ccc2Br)c1
0,3,CCN(C[C@H]1N[C@@](CC)(C(=O)OC)[C@H]2C(=O)N(Cc3ccccc3)C(=O)[C@@H]12)S(=O)(=O)c1ccc(-c2ccccc2)cc1
1,-1,CC1CCCCC1NC(=S)NC(=O)c1ccccc1Cl (stereo not given)
10,5,Cc1ccsc1C(=O)OC(C)C(=O)Nc1ccc(Cl)cn1 (stereo not given)
-2,-1,CN(Cc1ccccc1)C(=O)c1ccccc1C(=O)OCC(=O)N(Cc1ccccc1)C(C)(C)C
-2,-2,C[C@H](CO)N1C[C@H](C)[C@@H](CN(C)C(=O)Nc2ccccc2)Oc2c(NC(=O)c3ccncc3)cccc2C1=O
-1,5,CC(=O)N1c2ccccc2[C@H](C)[C@H]1C
-3,-5,COc1ccc(C)cc1NC(=O)CN1CCN(S(=O)(=O)c2ccc3ccccc3c2)CC1
3,5,O=C(C[C@H]1C/C=C\C[C@H](NC(=O)OCC2c3ccccc3-c3ccccc32)C(=O)OC[C@H](Cc2ccccc2)NC1=O)N[C@H](CO)Cc1ccccc1
-5,8,Cc1cc2c(c(C)c1CCO[C@@H]1O[C@H](CO)[C@@H](O)[C@H](O)[C@H]1O)C(=O)[C@@H](C)[C@@H]2O
-1,-1,CCC(=O)c1ccc(OCC(=O)N2CCN(S(=O)(=O)c3ccc(Cl)s3)CC2)cc1
1,30,O=S(=O)(NCCCCCCNS(=O)(=O)c1c(F)cccc1F)c1ccc2c(c1)OCCO2
